Giardia killer – Giardia lamblia killing; Giardia lamblia trophozoite viability; activity change, % at 7.66 µM, hits read low; actives 0.15% (n = 340,000); AID 540267; in the data active = activity change below about -80%; inconclusive = between about -30% and that limit;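 also: parasites exposed to compound for two days anaerobically before the ATP read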
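Giardia trophozoites, 100 cells per well, were exposed to compounds for 48 hrs at 37 deg C under anaerobic conditions; viability was then read as ATP content by bioluminescence after 15-30 min at room temperature.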
PKM2 act – activators of human pyruvate kinase M2. AID 1631. P14618. Potency, µM (titrated, usually from 57.5 µM), without a hit: top-dose activation, most hits filed as activators. actives 0.34% (n = 260,000). purified PKM2, Kinase-Glo ATP luminescence, activation; response scale: 0% is enzyme alone, no compound; also: potency is read from the fitted curve at half-maximal effect; nearly all actives have a fitted effect of over 55% in size
Target sequence (P14618 whole entry, looked up): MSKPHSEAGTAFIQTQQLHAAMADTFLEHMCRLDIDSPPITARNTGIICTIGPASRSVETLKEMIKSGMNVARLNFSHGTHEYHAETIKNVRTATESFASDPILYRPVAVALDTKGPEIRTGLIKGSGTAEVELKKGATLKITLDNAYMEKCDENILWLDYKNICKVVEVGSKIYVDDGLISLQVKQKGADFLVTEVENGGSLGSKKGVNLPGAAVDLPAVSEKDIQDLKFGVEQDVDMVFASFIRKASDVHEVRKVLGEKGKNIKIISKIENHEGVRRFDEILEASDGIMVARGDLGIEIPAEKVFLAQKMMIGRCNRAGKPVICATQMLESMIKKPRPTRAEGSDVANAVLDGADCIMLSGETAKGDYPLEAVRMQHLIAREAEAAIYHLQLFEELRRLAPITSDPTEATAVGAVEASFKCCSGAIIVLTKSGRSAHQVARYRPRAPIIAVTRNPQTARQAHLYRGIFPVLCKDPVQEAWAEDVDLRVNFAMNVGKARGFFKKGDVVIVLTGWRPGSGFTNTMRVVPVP
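ATP formation by purified human PK-M2, quantified via coupled luciferase luminescence after 1 h at room temperature with 0.1 mM ADP and 0.5 mM PEP final.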
KCNH2 WT inh – KCNH2 (human, wildtype) channel inhibition. U2OS, BacMam KCNH2, thallium flux FluxOr; stronger effect = lower value. Q12809. actives 0.37% (n = 340,000). activity change, % at 1.84 µM;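 active = maximum activity change below -70%; inconclusive = maximum activity change between -70% and -50%; inactive = maximum activity change above -50%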
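U2OS cells transduced with wild-type KCNH2 virus are loaded with FluxOr dye for 45 min, and thallium flux is measured in kinetic reads before and after stimulation buffer. Rate constants are normalized to DMSO controls.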
USP2a inh – blocks human ubiquitin-specific protease USP2a; AID 463254; USP2 core, Ub-CHOP2 coupled fluorogenic reporter, 485/531; actives 0.01% (n = 330,000); Potency, µM (top dose mostly 38.3 µM), for the others: top-dose activity change, negative = inhibition, most hits filed as inhibitors;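 also: potency is read from the fitted curve at half-maximal effect; plate controls were DMSO wells for no effect and full inhibition by NEM control for full effect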
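Cell-free coupled assay: 10nM USP2 core preincubated 30min RT with compound in Tris-HCl pH 8.0/CaCl2/CHAPS buffer, then 25nM Ub-CHOP2 and 25nM reporter substrate; fluorescence (Ex 485/Em 531) read after 60min RT, normalized to NEM inhibition, concentration-response curves fitted.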
uPA generation – cell surface uPA generation inhibition | cell surface uPA generation assay, qHTS | Potency, µM (highest dose often 38.3 µM), for inactives: at the highest dose activity change, negative = inhibition, actives largely listed as inhibitors | actives 0.31% (n = 330,000); active = well fitted inhibition curve with a large enough effect; inconclusive = small, poorly fitted or top-dose-only effect; inactive = no such curve, though single readings can be large or run the other way; tested in mouse RAW 264.7 cells; also: potency is read from the fitted curve at half-maximal effect; nearly all actives have a fitted effect of over 55% in size
KCNH2 3.1 inh – inhibitors of human KCNH2 3.1 potassium channel isoform; activity change, % (tested at about 1.8 µM); actives 0.95% (n = 340,000); U2OS KCNH2 3.1, thallium flux FluxOr; stronger effect = lower value;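 active = maximum activity change below -70%; inconclusive = maximum activity change from -70% to -50%; inactive = maximum activity change above -50%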;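 also: thallium influx rate constant from kinetic fluorescence after stimulation buffer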
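Kinetic fluorescence (2 min after stimulation buffer) measures Tl+ influx through KCNH2 3.1 expressed by viral transduction in U2OS cells; the rate constant is normalized against DMSO controls serving as positive and negative references.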
B2AR arrestin – recruits beta-arrestin to the human beta2-adrenergic receptor; actives 0.02% (n = 330,000); P07550; Potency, µM (series often up to 46.1 µM), for inactives: top-dose activation, most hits filed as activators; beta-arrestin recruitment to beta2AR, cell-based reporter; AID 492947;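 also: potency is read from the fitted curve at half-maximal effect; 0% = DMSO controls and full agonism = EC100 isoproterenol or metaproterenol; nearly all actives have a fitted effect of over 65% in size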
BCR signal inh – chronic active BCR signaling inhibition | ABC-DLBCL IkBa-CBG/CBR reporter, luminescence ratio, 4 h | Potency, µM (series often up to 46.1 µM), for inactives: top-dose ratio change, negative = lower green/red ratio, most hits filed as inhibitors | actives 0.05% (n = 340,000) | AID 493014; active = well fitted inhibition curve with a large enough effect in the signal ratio, with a control signal flat, not every such curve was filed as active; inconclusive = small, poorly fitted or top-dose-only effect, or effect the other way, or a change in a side signal; the % refers to the signal ratio;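 also: potency is read from the fitted curve at half-maximal effect; plate controls were basal doxycycline-induced cells for no effect and cells given 10 µM MG132 for full effect; MG132 reads +100%, hits lower the ratio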
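Compounds up to 46 uM were incubated four hours with TMD8 cells whose green CBG68 luciferase is fused to IkappaBalpha; red CBR luminescence normalised the signal, and concentration-effect curves were fitted to fusion, red and ratio data.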
Eya2 inh – Eya2 (human) phosphatase inhibition; O00167; recombinant Eya2, OMFP fluorescence dephosphorylation (OMFP is methylfluorescein phosphate); Potency, µM (highest dose often 76.9 µM), for the others: at the highest dose activity, negative = inhibition, usual class: inhibitors; actives 0.006% (n = 330,000); AID 488837; also: potency is read from the fitted curve at half-maximal effect
Target sequence (O00167 whole entry, looked up): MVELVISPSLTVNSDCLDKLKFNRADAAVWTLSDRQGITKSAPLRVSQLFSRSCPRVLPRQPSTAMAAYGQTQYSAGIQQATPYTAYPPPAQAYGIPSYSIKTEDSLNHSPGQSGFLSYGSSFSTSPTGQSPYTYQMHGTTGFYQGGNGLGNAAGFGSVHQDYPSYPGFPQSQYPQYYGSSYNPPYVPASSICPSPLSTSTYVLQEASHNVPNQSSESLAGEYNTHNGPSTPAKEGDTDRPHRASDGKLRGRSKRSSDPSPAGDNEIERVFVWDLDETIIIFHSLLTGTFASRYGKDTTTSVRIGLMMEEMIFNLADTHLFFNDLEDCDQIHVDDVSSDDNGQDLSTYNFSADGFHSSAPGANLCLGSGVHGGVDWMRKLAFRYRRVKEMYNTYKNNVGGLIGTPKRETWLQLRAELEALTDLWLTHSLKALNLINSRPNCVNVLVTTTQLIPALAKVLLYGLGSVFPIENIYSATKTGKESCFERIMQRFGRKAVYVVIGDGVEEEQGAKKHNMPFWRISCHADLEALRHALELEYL
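Eya2 (0.2 uM) preincubated 10 min at ambient with compound, then OMFP substrate added at 50 uM; 10 min reaction in 50 mM HEPES pH 7.5, 50 mM NaCl, 5 uM MgCl2, 0.05% BSA, 1 mM DTT. Fluorescence read at Ex 485/Em 525 nm.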
GALK inhibitor – inhibitors of human galactokinase. P51570. Purified GALK, Kinase-Glo residual ATP luminescence. actives 0.007% (n = 270,000). Potency, µM (highest dose often 57.5 µM), for inactives: top-dose activity change, negative = inhibition, hits mostly inhibitors; also: potency is read from the fitted curve at half-maximal effect
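Galactose (100 uM) and ATP (35 uM) were turned over by 5 nM GALK for 1 h at RT. Kinase-Glo Plus then converted the remaining ATP into a luminescent signal.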
FBPA coupling cs – coupling enzyme interference in Giardia aldolase counter-screen; coupling enzyme system counterscreen, AmpLite Red fluorescence; activity change, negative = inhibition, % at 58.2 µM, hits read low; actives 0.67% (n = 290,000); in the data active = activity change below about -30%
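Coupling enzymes only (glyceraldehyde-3-phosphate) + compound, at 57.5 uM final, 10 min RT; add substrate/coupling/AmpLite Red mix, 20 min RT; fluorescence ex 525/em 598 nm. Actives flag coupling-system interference.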
Numbers without * were called inactive; ? = inconclusive; · = no result given; & = joins results of further samples; [ ] = another dose, or the depositor's remark. Unless noted, calls follow the shape of the dose curve; as a rule, active = well fitted curve in the direction sought with a large enough effect; inconclusive = small, poorly fitted or top-dose-only effect, or another doubt; inactive = no such curve, though single readings can be large; an effect the other way counts as inactive or inconclusive. Unless noted, % is scaled to controls: 0 for no effect and ±100 for the full control effect.

Structure	Giardia killer	PKM2 act	KCNH2 WT inh	USP2a inh	uPA generation	KCNH2 3.1 inh	B2AR arrestin	BCR signal inh	Eya2 inh	GALK inhibitor	FBPA coupling cs
COc1ccc(-n2c(O)c(/C=N/NS(=O)(=O)c3cc(C)ccc3C)c3ccccc3c2=O)cc1OC	-10	0%	2	8%	-5%	-7	-1.6%	?	17%	-2%	1
CCC(C)Sc1ccc([C@H]2N[C@@](C)(C(=O)OC)[C@H]3C(=O)N(CC)C(=O)[C@@H]23)cc1OC (some centres not stated)	-7	·	2	2%	20%	3	0.3%	-3%	-18%	·	·
CCC(=O)Nc1ccc(NC(=O)CSc2nc3cc4c(cc3cc2C)CCC4)cc1	-6	-15%	-7	2%	2%	5	0.2%	-3%	-2%	·	4
Cn1c(=O)[nH]c(=O)c2c1nc(NCCN)n2CCOc1ccccc1	1	0%	-6	0%	3%	4	-0.6%	?	9%	3%	2
COCCn1nnnc1SCC(=O)Nc1ccc2c(c1)OCO2	-5	0%	3	2%	1%	-8	-0.9%	0%	0%	4%	-1
Cc1nc(C(F)(F)F)c(C(=O)N/N=C(\N)c2ccccn2)s1	-8	0%	-5	2%	-15%	7	-0.3%	?	12%	-2%	-10
CC(=O)c1cc(C(=O)N2CCCC(C(=O)c3ccc(Cl)cc3)C2)cs1 (configuration not stated)	8	4%	2	5%	12%	6	0.4%	0%	4%	-2%	2
O=[N+]([O-])c1cccc(C(=NCc2ccccc2)NO)c1	4	1%	0	0%	5%	17	-0.8%	?	0%	-1%	3

Random excerpt: two entries already listed, in no set order.
Structure	Giardia killer	PKM2 act	KCNH2 WT inh	USP2a inh	uPA generation	KCNH2 3.1 inh	B2AR arrestin	BCR signal inh	Eya2 inh	GALK inhibitor	FBPA coupling cs
Cn1c(=O)[nH]c(=O)c2c1nc(NCCN)n2CCOc1ccccc1	1	0%	-6	0%	3%	4	-0.6%	?	9%	3%	2
Cc1nc(C(F)(F)F)c(C(=O)N/N=C(\N)c2ccccn2)s1	-8	0%	-5	2%	-15%	7	-0.3%	?	12%	-2%	-10

Next section
Structure	Giardia killer	PKM2 act	KCNH2 WT inh	USP2a inh	uPA generation	KCNH2 3.1 inh	B2AR arrestin	BCR signal inh	Eya2 inh	GALK inhibitor	FBPA coupling cs
CCN(C(=O)Cc1c(C(=O)O)n(CC)c2ccccc12)c1ccccc1C	-4	·	2	8%	-19%	7	12%	?	8%	1%	-7
CCOc1ccc(CCNC(=O)COC(=O)c2ccc(Cl)nc2)cc1OCC	-1	·	10	-1%	-6%	5	-0.1%	11%	4%	·	·
COc1ccccc1/C=C/C(=O)Nc1cccc(C(C)=O)c1	15	-1%	-2	-1%	1%	-6	0.1%	?	-2%	-3%	-7
Cc1cccc(C)c1NC(=O)CN(C)C(=O)c1ccc2nc[nH]c2c1	-6	·	3	9%	0%	8	0.0%	1%	-3%	·	·
Cc1ccc(NC(=O)c2ccc(CNS(=O)(=O)c3cccc(C(F)(F)F)c3)cc2)cc1	3	-5%	8	2%	0%	-8	-1.1%	?	1%	-1%	2
COc1ccc(CCN2C(=O)C3C4C=CC(C5CC45)C3C2=O)cc1OC (configuration not stated)	-12	-5%	-16	0%	-3%	8	0.0%	7%	-1%	1%	4
COc1cc(Br)cc2cc(C(=O)N3CCN(c4ccccn4)CC3)c(=O)oc12	-15	-15%	-2	-6%	-1%	21	-0.6%	?	5%	0%	-4
COc1cc(-c2nnc(SCC(=O)Nc3ccc4c(c3)OCCO4)o2)cc(OC)c1OC	0	2%	-17	0%	-4%	2	0.1%	-30%	-3%	0%	-3
CC1(CCc2ccc3c(c2)OCO3)NCCc2c1[nH]c1ccccc21 (configuration not stated)	18	·	4	2%	0%	-9	-0.2%	-15%	-11%	0%	-1
CC(=O)N=C1SC2CS(=O)(=O)CC2N1c1c(Cl)cccc1Cl (configuration not stated)	-6	1%	-7	0%	-6%	0	-1.2%	-1%	1%	1%	0
O=c1[nH]ncc(N2CCCCCC2)c1Cl	21	5%	-9	1%	-1%	-100*	0.0%	5%	0%	0%	3
COCCCn1c(=O)c2sccc2n(Cc2cccc(F)c2)c1=O	-6	7%	4	0%	1%	1	0.2%	-14%	-4%	-8%	2
CCC(C)NC(=O)COc1ccc(Br)c(C)c1 (configuration not stated)	3	-3%	-11	-3%	4%	27	-0.2%	?	-40%	-2%	3
CC1Sc2ccc(S(=O)(=O)CCC(=O)Nc3cc(F)ccc3F)cc2NC1=O (configuration not stated)	-3	4%	1	0%	-2%	-4	0.3%	9%	?	6%	1
COC(=O)CSc1ccc2c(N)c(C(=O)OC)sc2c1	-9	-3%	5	-1%	·	-13	0.0%	?	7%	0%	1
O=C(CSc1ncn[nH]1)Nc1ccnc2ccccc12	-5	9%	-9	3%	8%	-5	0.4%	7%	14%	2%	0
CC(=O)c1cccc(NC(=O)c2ccc(S(=O)(=O)N3CCCC3)cc2)c1	0	-2%	-4	1%	-5%	8	-0.3%	1%	4%	-2%	1
CC(C)CC(=O)NC(NC(=S)Nc1ccccc1)C(Cl)(Cl)Cl (configuration not stated)	-1	5%	-19	3%	-1%	1	0.1%	3%	23%	7%	-1
C=CCn1c(SCC(=O)NCc2cccs2)nnc1C1CCCCC1	-17	1%	-3	-1%	·	2	-0.2%	0%	-3%	7%	4
CCOc1ccc(/C=C(/NC(=O)c2ccccc2Cl)C(=O)O)cc1	-15	-3%	7	4%	5%	-18	0.1%	2%	0%	11%	7
COc1ccc(CC(=O)Nc2cc(=O)n(C)c(=O)n2C)cc1	?	16µM*	4	2%	6%	-4	0.3%	-10%	9%	3%	0
CCOc1ccc(/C=C(\C(=O)O)c2ccc(S(=O)(=O)N3CCOCC3)s2)cc1OC	-5	4%	-4	0%	-2%	-1	-0.8%	-1%	3%	-1%	5
Cc1ccc(NC(=O)c2c(C(F)(F)F)nn(C)c2SCc2ccc(Cl)cc2)cc1C	10	-3%	4	-2%	·	28	-0.1%	16%	-12%	-3%	-2
O=C(c1cccc(F)c1)N1CCN(Cc2cccc(Br)c2)CC1	-18	3%	4	0%	44%[activator]	-10	-0.5%	-1%	16%	4%	1
COc1ccc(NC(=O)C2CCN(S(C)(=O)=O)CC2)cc1OC	?	2%	-3	-1%	-28%	-10	-0.3%	0%	14%	1%	0
CCc1cc(-c2n[nH]c(C)c2-c2ccccc2Cl)c(O)cc1OC	12	·	·	-12%	-20%	-9	-0.4%	?	-7%	-3%	-35*
Cc1ccc(CS(=O)(=O)Cc2ccc(C(=O)NCCc3ccccc3)o2)cc1	-12	·	11	2%	0%	-4	0.1%	1%	6%	4%	·
O=C(CSc1nn(-c2ccc(Cl)cc2)c(=S)s1)NCC1CCCO1 (configuration not stated)	-6	-7%	7	0%	-10%	0	-0.1%	1%	-9%	3%	-2
COc1c(O)cc2oc(-c3ccc(O)cc3)cc(=O)c2c1O	?	-3%	·	6%	?	·	-0.5%	?	-3%	-3%	-1&4
O=C(c1ccc(Cl)s1)N1CCc2ccccc21	11	-16%	-5	1%	·	12	-0.1%	3%	0%	2%	4
CC(=O)N/C(=C\c1cccc([N+](=O)[O-])c1)C(=O)NC(C)C	-5	-7%	-17	0%	-1%	8	-0.8%	3%	1%	0%	4
NC(=O)CN1CCCC1c1ccc2c(c1)OCCO2 (configuration not stated)	24	·	-12	0%	2%	-35	-0.9%	-6%	8%	7%	1
O=C(COC(=O)c1ccc([N+](=O)[O-])o1)Nc1ncc(Cl)cc1Cl	9	·	-7	2%	-9%	·	0.1%	2%	8%	·	·
Cc1nc(C(=O)NC2CC2)sc1C1(C)CC(c2ccccc2)=NO1 (configuration not stated)	-9	-22%	-4	-1%	5%	8	2.8%	4%	-4%	3%	0
COc1ccc(-n2c(C)cc(C(=O)COC(=O)Cc3n[nH]c(=O)c4ccccc34)c2C)cc1	-11	-4%	-4	3%	-1%	2	-0.4%	-13%	-2%	2%	0
FC(F)(F)c1ccccc1-c1nc(-c2ccncc2)no1	-5	·	-22	-9%	-5%	11	0.5%	?	-2%	-3%	0
O=C(c1ccc(N2CCOCC2)nc1)N1CCOCC1	4	-4%	-7	2%	-5%	-10	-0.3%	1%	-8%	3%	2
Cc1ccc(NC2CC(C)NC(=S)N2)cc1 (configuration not stated)	-7	-3%	1	2%	-3%	18	-0.1%	-3%	-20%	11%	1
CC(C)Cn1c(O)c(/C=C2\C=NN=C2c2ccccc2)sc1=S	-14	2%	-1	-8%	9%	2	3.4%	9%	-13%	3%	-4
O=C1CCCC2=C1C1(CCCC1)N=C(Nc1nc3ccccc3s1)N2	-27	-5%	-3	-3%	2%	-11	0.2%	?	-18%	-3%	-2
CCn1c(SCC(=O)NC2CCCCC2)nc2ccccc2c1=O	-2	-6%	1	1%	1%	8	-1.1%	-4%	2%	-1%	·
COc1ccc(C2=NS(=O)(=O)N(C)C(C(=O)Nc3ccc4c(c3)OCO4)=C2)cc1OC	9	-2%	8	0%	-12%	13	-0.6%	?	9%	·	-8
